Bioassay records as filed in PubChem.
CRFR2-BP ag: CRF-BP/CRF-R2 complex agonism; HEK293 CRF-R2/CRF-BP, calcium dye fluorescence (FLIPR); percent of saturating CRF peptide response; activation, % at 13.2 µM; 0.46% of 350,000 active;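 active = activation of at least 50%, plus an integration ratio under a set limit after plate pattern correction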;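 also: plate controls were neutral control wells without compound for no effect and CRF at EC100 for full effect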
CHRM5 agonist: CHRM5 agonism in calcium assay | CHO-K1 hM5 cells, Fluo-8 calcium fluorescence; 0% DMSO wells, 100% maximal acetylcholine response | activation, % at 3 µM | 0.19% of 360,000 active | AID 624037;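 active = activation above the run's mean over test compounds plus 3 SD, cut at about 23% in these data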;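 also: signal is peak over basal fluorescence ratio across the kinetic read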
Target sequence (P08912 whole entry, looked up): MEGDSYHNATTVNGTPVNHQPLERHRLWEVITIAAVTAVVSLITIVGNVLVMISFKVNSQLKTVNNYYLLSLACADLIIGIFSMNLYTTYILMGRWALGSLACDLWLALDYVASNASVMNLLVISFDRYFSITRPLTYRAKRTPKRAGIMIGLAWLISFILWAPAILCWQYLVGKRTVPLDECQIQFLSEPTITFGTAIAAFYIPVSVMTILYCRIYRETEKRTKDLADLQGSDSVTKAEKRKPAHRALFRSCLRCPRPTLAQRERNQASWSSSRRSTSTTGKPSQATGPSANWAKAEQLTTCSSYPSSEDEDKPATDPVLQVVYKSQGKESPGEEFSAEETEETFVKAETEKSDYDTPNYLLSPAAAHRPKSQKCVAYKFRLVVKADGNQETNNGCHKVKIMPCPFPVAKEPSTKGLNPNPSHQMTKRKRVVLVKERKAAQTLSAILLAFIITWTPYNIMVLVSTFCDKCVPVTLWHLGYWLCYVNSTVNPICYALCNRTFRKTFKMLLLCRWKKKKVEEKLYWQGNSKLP
CHRM5 PAM: potentiates acetylcholine response at human M5 receptor; P08912; CHO-K1 hM5, Fluo-8 calcium, ACh EC20 PAM; 0% = ACh EC20, 100% = ACh EC100; activation, % at 3 µM; 0.3% of 360,000 active; AID 624038;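 active = activation above the run cutoff, the mean activation of all test compounds plus 3 SD, cut at about 18% in these data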
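Measured by: Fluo-8 calcium fluorescence; material: human M5 receptor in CHO-K1 cells; schedule: Post-acetylcholine fluorescence recording 140 s; benchmarks: low control EC20 acetylcholine (0%), high control EC100 acetylcholine (100%); read-out: Max/basal fluorescence ratio as % of EC20–EC100 ACh window; compound: single dose, 3 µM nominal final test concentration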
TAAR1 antagonist: antagonists of human TAAR1; Q96RJ0; CHO RD-HGA16 TAAR1, Fluo-8 calcium fluorescence, antagonist; inhibition, % at 3 µM; 1.5% of 360,000 active; AID 624466;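 active = inhibition above a per-plate cutoff, the mean inhibition of test compounds on that plate plus 3 SD, cut at about 49% in these data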;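 also: 0% = DMSO plus EC80 beta-PEA response and 100% = DMSO alone without agonist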
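Assay system: CHO-derived RD-HGA16 cells stably expressing human TAAR1 plus Gα16. Timing: 140 s kinetic read after compound, 140 s after agonist. Technique: kinetic Fluo-8 calcium fluorescence measurement. Measure: % inhibition of agonist calcium response.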
CHRM4 PAM: positive allosteric modulators of human muscarinic M4 receptor. P08173. CHO-K1 hM4/Gqi5, Fluo-8 calcium fluorescence, ACh EC20; 0% = ACh EC20, 100% = maximal ACh. activation, % at 3 µM. 0.4% of 360,000 active. AID 624126;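 active = activation above its plate's cutoff, the mean activation of sample wells plus 3 SD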; also: some results filed as inactive read as strong as hits
Target sequence (P08173 whole entry, looked up): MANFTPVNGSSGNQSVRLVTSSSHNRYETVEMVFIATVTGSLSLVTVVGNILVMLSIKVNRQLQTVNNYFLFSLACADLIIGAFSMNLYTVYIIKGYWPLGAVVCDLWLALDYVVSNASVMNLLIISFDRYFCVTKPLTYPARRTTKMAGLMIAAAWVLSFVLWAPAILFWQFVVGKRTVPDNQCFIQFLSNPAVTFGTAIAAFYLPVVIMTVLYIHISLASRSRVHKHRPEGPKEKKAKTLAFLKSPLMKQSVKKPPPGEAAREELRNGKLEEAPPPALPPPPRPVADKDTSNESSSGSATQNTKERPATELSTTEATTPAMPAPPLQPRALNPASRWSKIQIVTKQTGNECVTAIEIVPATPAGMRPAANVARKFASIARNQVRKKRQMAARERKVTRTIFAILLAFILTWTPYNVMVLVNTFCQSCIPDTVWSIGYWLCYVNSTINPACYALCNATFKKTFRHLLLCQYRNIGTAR
CHO-K1 Ca PAM: M1 PAM counterscreen hit in parental CHO-K1 cells; ATP EC20, Fluo-8 calcium fluorescence; 0% at ATP EC20, 100% at ATP max; AID 602247; 0.02% of 360,000 active; activation, % at 3 µM;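 active = activation above the run cutoff, the mean activation of all test compounds plus 3 SD, cut at about 40% in these data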;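 also: peak over basal fluorescence ratio in a 140 s read after ATP addition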
CRFBP-R2 block: blocks CRF-induced signaling of the CRF-BP/CRF-R2 complex. 0.59% of 350,000 active. HEK293 CRF-R2/CRF-BP, CRF-induced calcium fluorescence. AID 588475. inhibition, % at 11.8 µM;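 active = inhibition of the ligand-induced calcium signal above about 50% at the single tested concentration, limit read from the data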
M5 antag: antagonists of human muscarinic M5 receptor (CHRM5) | P08912 | 0.59% of 360,000 active | CHO-hM5 cells, Fluo-8 calcium fluorescence, ACh EC80 | inhibition, % at 3 µM;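 active = inhibition above a per-plate cutoff, the mean of that plate's test compounds plus 3 SD, cut at about 27% in these data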;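 also: 0% = acetylcholine EC80 with DMSO and 100% = DMSO without agonist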
TAAR1 ag: human TAAR1 agonism; Q96RJ0; CHO RD-HGA16 TAAR1, Fluo-8 calcium fluorescence; vehicle wells 0%, saturating PEA agonist 100%; activation, % at 3 µM; 0.99% of 360,000 active; AID 624467;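 active = activation above the mean activation of all test compounds in the run plus 3 SD, cut at about 38% in these data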
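Test system: RD-HGA16 (CHO) cells co-expressing Gα16 and hTAAR1; dosing: one-point dosing at 3 µM (nominal); timing: 17-24 h seeding, 75 min 37 °C dye, 30 min RT; signal: kinetic Fluo-8 calcium fluorescence; read-out basis: % activation relative to PEA EC100 response; controls: DMSO and PEA EC100; replicates: n 1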
* = called active by the depositor; nt = no result given; & = joins results of further samples. Hits appear at their usual frequency, and some 4.2% of all compounds hit somewhere here.

| compound | CRFR2-BP ag | CHRM5 agonist | CHRM5 PAM | TAAR1 antagonist | CHRM4 PAM | CHO-K1 Ca PAM | CRFBP-R2 block | M5 antag | TAAR1 ag |
| --- | --- | --- | --- | --- | --- | --- | --- | --- | --- |
| Cn1nccc1NC(=O)NC(=O)c1c(Cl)cccc1Cl | -4.0 | 2 | 4 | 2 | -3 | 16 | 17 | 2 | 1 |
| CC(C)Oc1ccc(C(=O)NC(=S)N2CCOCC2)cc1 | -1.4 | -1 | -4 | 6 | -6 | 9 | 46 | 11 | 0 |
| CNC(=O)c1c(NC(=O)c2cccc(N3C(=O)CCC3=O)c2)sc2c1CCCC2 | 0.5 | 1 | -7 | 7 | -10 | -1 | 4 | -1 | 17 |
| O=C(Nc1ccccn1)c1cc(-c2cccnc2)nc2ccc(Br)cc12 | -2.0 | -1 | -2 | 23 | 4 | 18 | 10 | -6 | 6 |
| O=C(Cc1cccs1)Nc1ccc2c(c1)C(=O)OC2 | -2.4 | 1 | 5 | -19 | -2 | 21 | 18 | -6 | 16 |
| COc1ccc(S(=O)(=O)N(C)C[C@@H]2OCCCC[C@@H](C)Oc3ccc(NS(=O)(=O)c4cccs4)cc3C(=O)N([C@H](C)CO)C[C@@H]2C)cc1 | -0.7 | -2 | 1 | -4 | 3 | 9 | -9 | 1 | 1 |
| COc1ccc(NC(=O)Nc2c(C)n(C)n(-c3ccccc3)c2=O)cc1OC | -0.7 | -3 | 1 | 6 | 4 | -4 | -6 | -2 | 0 |
| CCCCNC(=S)NNC(=O)c1cc(C)on1 | 0.1 | 1 | 12 | -18 | 2 | 16 | -12 | -15 | 7 |
| CCOc1ccccc1N(C(=O)c1snc(C(N)=O)c1N)C(C(=O)NCc1ccccc1)c1ccc(O)cc1 (centres undefined) | 0.5 | -4 | -6 | 6 | -1 | -8 | 4 | 6 | 8 |
| CCc1ccccc1NC(=S)N1CCC(NC(=O)c2ccc(OC)cc2)CC1 | -0.4 | 1 | 2 | 0 | -4 | 8 | 15 | 1 | 4 |
| COCCn1c(SCC(=O)c2[nH]c(C)c(C(C)=O)c2C)nc2ccccc2c1=O | -0.7 | -2 | -6 | -10 | -12 | -1 | 11 | 10 | 3 |
| CCOc1ccc(S(=O)(=O)N/N=C(\C)Cc2ccc(OC)cc2)cc1 | 0.3 | 1 | 2 | -19 | 10 | 22 | -1 | 2 | 1 |
| COc1ccc(-n2c(SCC(=O)/C(C#N)=C(\C)N)nc3ccccc3c2=O)cc1OC | -0.6 | -5 | 6 | -25 | 9 | 0 | 0 | -3 | 0 |
| Cc1cc(C(=O)N/N=C/c2c[nH]c3ccccc23)cs1 | -5.6 | -2 | 6 | 3 | 10 | 10 | -36 | -8 | 10 |
| CC(/C=N/NC(=O)Cc1cccn1C)=C\c1ccco1 | 0.1 | -1 | 1 | 12 | -5 | 9 | -7 | -2 | 3 |
| O=C(NC1CC1)c1cccc(S(=O)(=O)Nc2ccccc2F)c1 | -0.3 | 3 | 3 | 7 | 6 | 0 | 0 | 5 | 2 |
| Cc1c(Cl)cccc1NC(=S)N1CCN(c2ccc([N+](=O)[O-])cn2)CC1 | 1.1 | 4 | -3 | -2 | 0 | 4 | -1 | 8 | 7 |
| CCOC(=O)N1CCc2c(sc(NC(=O)Cc3ccccc3)c2C(=O)c2ccc(OC)cc2)C1 | 0.0 | 2 | 2 | -22 | -2 | 16 | 18 | 1 | 4 |
| COc1ccc(OCc2ccc(/C=N\NC(=O)c3sccc3C)o2)cc1 | 0.5 | -4 | 0 | 1 | -1 | -7 | 0 | 9 | -1 |
| CC(Oc1ccccc1)C(=O)N1CCC2(CC1)Oc1ccc(F)cc1C(=O)C21CC(c2ccccc2)=NO1 (centres undefined) | -0.2 | -2 | 3 | 3 | -2 | 3 | -4 | 10 | 13 |
| COc1cc(C(=O)NCCc2ccc(S(N)(=O)=O)cc2)cc(OC)c1OC | 0.5 | -1 | 0 | 3 | 9 | -2 | 3 | 3 | 1 |
| CC[C@H]1C(c2ccc(F)cc2)=NN(c2ccccc2)[C@@H]1CO | 3.2 | 0 | -3 | -3 | 2 | 5 | -8 | -3 | -2 |
| Cc1ccc2cc(CN(CC3CCCO3)C(=S)Nc3ccccc3)c(=O)[nH]c2c1 (centres undefined) | 1.3 | 3 | 3 | 1 | 2 | 7 | 6 | -2 | 6 |
| CCCCN(C)CCCNC(=O)c1cn(CC)c2ccc(S(=O)(=O)N3CCOCC3)cc2c1=O | -1.2 | -9 | 0 | 3 | -5 | 7 | -5 | 16 | -1 |
| CC(=O)Nc1ccc(NC(=O)CSc2nc(=O)n(Cc3ccncc3)c3c2CCC3)cc1 | 1.9 | -1 | 0 | -7 | -1 | 9 | -7 | 3 | 4 |
| CN(c1ccccc1)c1nc(N)c([N+](=O)[O-])c(N2CCCCCC2)n1 | -1.5 | -5 | -5 | -24 | -5 | 21 | -1 | 10 | 1 |
| O=C(CCc1c[nH]c2ccccc12)N1CCCCCCC1 | -0.6 | -1 | -4 | -8 | -11 | -7 | 5 | 14 | 3 |
| O=C(c1ccc2c(c1)OCO2)C1CCCN(Cc2ccc3cccc(F)c3n2)C1 (centres undefined) | 0.2 | -5 | 2 | -9 | -6 | -7 | 7 | -4 | 4 |
| Cc1c(NS(=O)(=O)c2cccs2)c(=O)n(-c2ccccc2)n1C | -1.1 | 0 | -2 | 0 | 7 | 13 | 12 | 0 | -1 |
| O=C(O)CCN1C(=O)c2ccc(NC(=O)CSCc3ccccc3)cc2C1=O | -0.3 | 0 | -5 | -6 | 1 | 11 | 1 | 1 | 2 |

Arranged by length of the SMILES (ascending): part of the list above.
| compound | CRFR2-BP ag | CHRM5 agonist | CHRM5 PAM | TAAR1 antagonist | CHRM4 PAM | CHO-K1 Ca PAM | CRFBP-R2 block | M5 antag | TAAR1 ag |
| --- | --- | --- | --- | --- | --- | --- | --- | --- | --- |
| CC(/C=N/NC(=O)Cc1cccn1C)=C\c1ccco1 | 0.1 | -1 | 1 | 12 | -5 | 9 | -7 | -2 | 3 |
| O=C(Nc1ccccn1)c1cc(-c2cccnc2)nc2ccc(Br)cc12 | -2.0 | -1 | -2 | 23 | 4 | 18 | 10 | -6 | 6 |
| O=C(O)CCN1C(=O)c2ccc(NC(=O)CSCc3ccccc3)cc2C1=O | -0.3 | 0 | -5 | -6 | 1 | 11 | 1 | 1 | 2 |
| COCCn1c(SCC(=O)c2[nH]c(C)c(C(C)=O)c2C)nc2ccccc2c1=O | -0.7 | -2 | -6 | -10 | -12 | -1 | 11 | 10 | 3 |

Next part
| compound | CRFR2-BP ag | CHRM5 agonist | CHRM5 PAM | TAAR1 antagonist | CHRM4 PAM | CHO-K1 Ca PAM | CRFBP-R2 block | M5 antag | TAAR1 ag |
| --- | --- | --- | --- | --- | --- | --- | --- | --- | --- |
| Cc1ccn2c(NCc3ccccc3)c(-c3cccc(SC4CCCCC4)c3)nc2c1 | -0.8 | -6&-2 | -11&-6 | 48&25 | -8&-8 | 8&0 | 17 | 13&5 | 4&-2 |
| CC(C)C(=O)NCCc1nc(-c2ccccc2Cl)no1 | 1.1 | -1 | 17 | 5 | 7 | 23 | 0 | -1 | 11 |
| CN1CCN(C(=O)C2CCN(S(=O)(=O)c3cnc[nH]3)CC2)CC1 | -2.3 | -1 | 0 | -10 | 4 | 14 | 17 | 4 | 4 |
| COc1ccc(-c2coc3c(C(=O)NCc4cccs4)cccc23)c(C)c1 | nt | -1 | -14 | 38 | -7 | 10 | nt | 13 | 1 |
| CCOC(=O)c1c(C)[nH]c(C(=O)/C(C#N)=C/c2ccc(OC(F)F)c(OC)c2)c1C | 2.7 | 4 | 2 | -31 | 0 | 7 | -102 | 3 | 4 |
| CC(C)N(CCCNC(=O)c1ccc(CS(=O)(=O)c2c(Cl)cccc2Cl)o1)Cc1ccccc1 | -1.1 | -10 | -5 | -26 | -17 | -7 | -5 | 5 | 0 |
| O=C(O)CCC(=O)Nc1cccc(C(=O)Nc2cccc(Cl)c2)c1 | 0.6 | 1 | 7 | -7 | 4 | 16 | -11 | -9 | 3 |
| COC(=O)c1c(C)[nH]c(/C=N/Nc2ccccc2)c1C | -0.3 | 0 | 0 | -31 | -2 | -8 | 21 | -1 | 1 |
| Oc1ccc(Cl)cc1/C=N/c1nccs1 | 4.2 | -2 | -1 | 2 | 4 | 23 | -3 | -4 | 9 |
| CCCCCCC(=O)c1c(C)[nH]c(C(=O)OCC)c1C | -0.6 | -5 | 5 | -13 | 16 | 10 | -7 | 2 | 5 |
| NC(CSC1(c2ccc(Cl)cc2)c2ccccc2-c2ccccc21)C(=O)O (centres undefined) | -1.8 | -4 | 6 | -4 | -3 | 13 | 5 | -12 | 4 |
| O=C(Nc1ccccn1)c1ccc(S(=O)(=O)N2CCCC2)cc1 | 1.4 | 1 | -6 | -18 | 1 | -3 | 4 | 5 | 4 |
| COc1ccc(-n2c(SCC(=O)NCC3CCCO3)nc3c(c2=O)SCC3)cc1OC (centres undefined) | -1.7 | -1 | 10 | -26 | 6 | 1 | 18 | -2 | 3 |
| Cc1nc(NC(=O)c2ccc(Br)o2)ccc1Br | -0.7 | 0 | 6 | -4 | 16* | -4 | -14 | 2 | 7 |
| CC1=NN(c2ccccc2)C(=O)C1N=Nc1cccc(O)c1 (centres undefined) | -1.6 | 2 | 6 | -1 | 3 | 0 | -2 | 1 | 4 |
| CCCCNC(=O)c1cc(C)nc2ccccc12 | -2.3 | -5 | -13 | -33 | 5 | 7 | 29 | 20 | 3 |
| O=C(Nc1ccccc1F)N(Cc1ccc(F)cc1)Cc1nc2ccccc2c(=O)[nH]1 | -1.3 | -2 | 13 | 7 | -7 | 3 | -16 | 2 | 4 |
| CCc1ccccc1Nc1nc(N)nc(COC(=O)c2c(C)noc2C)n1 | 0.7 | 4 | 0 | -12 | -4 | -2 | 5 | 0 | 3 |
| NC(=O)COC(=O)CCCc1c[nH]c2ccccc12 | -2.3 | 1 | 1 | -14 | -2 | -4 | 3 | -1 | 8 |
| COc1cc(/C=N/NC(=S)NCc2ccco2)cc(OC)c1OC | -1.2 | -2 | -1 | 20 | -1 | 17 | 7 | 1 | 0 |
| C=CCn1c(CNC(=O)CCC)nc2ccccc21 | -0.3 | 1 | 0 | -6 | 10 | 16 | 7 | -3 | -1 |

Arranged by value in CHRM5 agonist (smallest number first): five from the list above.
Molecule	CHRM5 agonist
CC(C)N(CCCNC(=O)c1ccc(CS(=O)(=O)c2c(Cl)cccc2Cl)o1)Cc1ccccc1	-10
NC(CSC1(c2ccc(Cl)cc2)c2ccccc2-c2ccccc21)C(=O)O (centres undefined)	-4
COc1cc(/C=N/NC(=S)NCc2ccco2)cc(OC)c1OC	-2
CN1CCN(C(=O)C2CCN(S(=O)(=O)c3cnc[nH]3)CC2)CC1	-1
C=CCn1c(CNC(=O)CCC)nc2ccccc21	1
